Source: PubChem BioAssay
DAX1 inh-1: DAX1 (NR0B1) inhibitors, primary screen, cell-based, HEK293, Gal4-DAX1, luciferase luminescence | Nuclear receptor subfamily 0 group B member 1 (Homo sapiens), P51843 | HEK293 Gal4-DAX1 luciferase reporter | inhibition, % at 6.75 µM | 0.99% of 340,000 active | AID 504766, 2011;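 active = inhibition above the mean over all tested compounds plus 3 SD, cut at about 4.2% in these data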;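 note: 0% = DAX1-transfected cells with DMSO and 100% = empty-vector control cells with DMSO; inhibition shows as a rise in luminescence from relieved DAX1 repression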
sPLA2-III inh: human group III sPLA2 inhibitors, primary screen, biochemical, QFRET, BODIPY PC-A2 liposome substrate. Group 3 secretory phospholipase A2 (Homo sapiens), Q9NZ20. inhibition, % at 12.2 µM. AID 743126, 2013. QFRET BODIPY PC-A2 liposome hydrolysis, fluorescence. 0.56% of 370,000 active;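 active = inhibition above mean plus 3 SD of compounds lying within the high and low control bounds, cut at about 19% in these data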;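 note: 0% = median of test compound wells and 100% = no enzyme DMSO wells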
hcDAF12 agonist: H. contortus DAF-12 nuclear receptor activators, primary screen, cell-based, luminescence, HEK293, lit1-tk-luc reporter | HEK293 hcDAF-12 lit1-tk-luc reporter; 0% DMSO, 100% Δ7-dafachronic acid | activation, % at 6.8 µM | 1.4% of 370,000 active;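 active = activation above the mean of all tested compounds plus 3 SD, cut at about 5.5% in these data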;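 note: 100% = response to 3 µM Δ7-dafachronic acid high control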
FXN GAA850 act: FXN promoter activators, primary screen, cell-based, luciferase luminescence, HEK293 lucGAA850; 0.56% of 360,000 active; HEK293 lucGAA850 FXN promoter luciferase reporter, 24 h; percent of 10 µM SAHA response; activation, % at 6 µM;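 active = activation above the average of all compounds screened plus 3 SD, cutoff fixed separately per campaign, cut at about 7.5% in these data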;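 note: 0% = DMSO wells and 100% = 10 µM SAHA wells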
ADAM10 inh: human ADAM10 inhibitors, primary screen, biochemical, QFRET, HTS | Disintegrin and metalloproteinase domain-containing protein 10 (Homo sapiens), O14672 | recombinant ADAM10, EDANS/DABCYL FRET peptide cleavage, 3 h | inhibition, % at 7 µM | 0.62% of 370,000 active | AID 720582, 2013;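 active = inhibition above a per-campaign cutoff equal to the mean of compounds falling between control-based bounds plus 3 SD, cut at about 20% in these data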;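 note: 0% = DMSO wells while the 100% control is not disclosed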
DAX1 inh-2: DAX1 (NR0B1) inhibitors on StAR promoter, primary screen, cell-based, luminescence, SF-1 (NR5A1), full-length DAX-1 | HEK293T StAR-luciferase reporter, SF-1/DAX-1 repression relief | inhibition, % at 6.8 µM | 1.1% of 370,000 active | AID 652010, 2013;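 active = inhibition above the mean over all tested compounds plus 3 SD, cut at about 3.6% in these data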;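 note: 0% = DAX-1 cells with DMSO and 100% = cells lacking DAX-1 with DMSO; higher inhibition means more luminescence from relief of DAX-1 repression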
SMARCA2 activ: SMARCA2 (BRM) function activators, primary screen, cell-based, luminescence, high throughput. AID 652017, 2013. 1% of 370,000 active. MG213 cells, MMTV-luciferase reporter, dexamethasone, overnight. activation, % at 9.1 µM; in the data active = activation above about 7.8%;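 note: 0% = vehicle wells and 100% = reference activator wells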
hgDAF12 agonist: H. glycines DAF-12 receptor agonists, primary screen, cell-based, luminescence, HEK293, GAL4 fusion, UAS-luciferase. AID 687014, 2013. activation, % at 6.8 µM. HEK293 GAL4-hgDAF12 UAS-luciferase reporter, agonist luminescence; normalized to butyrate control. 1.8% of 370,000 active;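 active = activation above a cutoff set at the mean of all screened compounds plus 3 SD, cut at about 10% in these data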;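 note: 0% = DMSO wells and 100% = sodium butyrate wells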
ssDAF12 agonist: S. stercoralis DAF-12 nuclear receptor activators, primary screen, cell-based, luminescence, HEK293, GRIP1 co-expression, lit1-tk-luc | Nuclear hormone receptor DAF-12 (Strongyloides stercoralis) | HEK293 ssDAF-12/GRIP1 lit1-tk-luc reporter; % of 3 µM dafachronic acid response | activation, % at 6.8 µM | 1% of 370,000 active | AID 652126, 2013;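 active = activation above the mean over all tested compounds plus 3 SD, cut at about 0.9% in these data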;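 note: 0% = DMSO-only wells and 100% = 3 µM delta7-dafachronic acid wells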
GC-A act: GC-A stimulated cGMP production enhancers – HEK293 GC-A cells, cGMP TR-FRET, EC30 ANP, primary screen; AID 1671463, 2021; activation, % at 10 µM; Atrial natriuretic peptide receptor 1 (Homo sapiens), P16066; 0% at EC30 ANP, 100% saturating ANP; 0.14% of 370,000 active; in the data active = activation above about 40%
Target sequence (P16066 whole entry, looked up): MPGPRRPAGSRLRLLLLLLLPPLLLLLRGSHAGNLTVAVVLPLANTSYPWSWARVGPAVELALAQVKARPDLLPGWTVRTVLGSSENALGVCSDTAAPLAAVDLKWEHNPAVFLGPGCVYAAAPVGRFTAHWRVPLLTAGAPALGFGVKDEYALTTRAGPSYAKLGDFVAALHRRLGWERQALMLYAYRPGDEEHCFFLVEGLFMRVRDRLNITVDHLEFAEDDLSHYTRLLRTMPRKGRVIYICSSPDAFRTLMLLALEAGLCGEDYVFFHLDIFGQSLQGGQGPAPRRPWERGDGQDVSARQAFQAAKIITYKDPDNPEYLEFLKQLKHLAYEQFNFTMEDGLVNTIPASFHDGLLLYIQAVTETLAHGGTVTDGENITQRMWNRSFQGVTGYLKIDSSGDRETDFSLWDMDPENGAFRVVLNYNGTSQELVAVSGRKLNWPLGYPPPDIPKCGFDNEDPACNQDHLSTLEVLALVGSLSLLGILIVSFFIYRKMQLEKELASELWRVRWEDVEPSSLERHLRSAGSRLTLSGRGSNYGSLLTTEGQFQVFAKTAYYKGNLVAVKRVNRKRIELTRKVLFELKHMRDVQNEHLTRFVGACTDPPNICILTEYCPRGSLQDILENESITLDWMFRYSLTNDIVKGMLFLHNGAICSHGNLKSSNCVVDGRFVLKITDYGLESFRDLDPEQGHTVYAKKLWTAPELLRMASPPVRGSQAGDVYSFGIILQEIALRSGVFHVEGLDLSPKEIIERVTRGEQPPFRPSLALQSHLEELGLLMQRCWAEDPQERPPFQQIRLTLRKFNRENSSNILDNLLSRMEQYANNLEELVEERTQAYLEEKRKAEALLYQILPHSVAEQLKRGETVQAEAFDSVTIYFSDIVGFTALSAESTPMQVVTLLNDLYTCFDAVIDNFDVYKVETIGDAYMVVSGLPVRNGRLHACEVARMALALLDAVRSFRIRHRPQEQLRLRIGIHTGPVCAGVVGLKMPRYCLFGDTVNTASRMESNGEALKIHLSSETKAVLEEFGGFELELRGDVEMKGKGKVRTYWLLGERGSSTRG
GC-B act: human GC-B receptor activators, primary screen, HEK293 GC-B cells, cGMP TR-FRET, EC30 CNP | Atrial natriuretic peptide receptor 2 (Homo sapiens), P20594 | 0% at EC30 CNP, 100% saturating CNP | activation, % at 10 µM | 0.11% of 370,000 active;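 active = activation at 10 µM reaching about 35% in either raw or pattern-adjusted values, limit read from the data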
The depositor's hits bear a star; i = inactive; x = no result given.

1) CCCCCN(C(=O)NC(=O)Nc1nncs1)S(C)(=O)=O
2) COc1ccc(NS(=O)(=O)c2cccc(C(=O)NN=Cc3ccc(OC)cc3OC)c2)cc1
3) C[C@H]1CN([C@@H](C)CO)S(=O)(=O)c2ccc(Br)cc2O[C@H]1CN(C)C(=O)c1cnccn1
4) O=C1c2c(-c3ccc(Br)cc3)noc2CCN1Cc1cn(-c2ccc(Cl)cc2)nn1
5) O=C(Nc1ccccc1C(=O)NCc1ccccc1)c1ccccc1
6) CCN(CC)CCNC(=O)C1CCN(S(=O)(=O)N2CCCCC2)CC1
7) COc1ccc(-c2csc(NCc3ccco3)n2)cc1
8) Cc1ccc(OC(C)C(=O)N2CCN(c3ccccn3)CC2)cc1 (stereo not given)
9) CCCCC(=O)N(CCOC)c1nnc(-c2ccc(OC)cc2)s1
10) CCCC(C)C(=O)Nc1nnc(C)s1 (stereo not given)

entry no.	1	2	3	4	5	6	7	8	9	10
DAX1 inh-1	-0.1	0.8	-0.3	x	-0.2	0.5	2.6	0.5	0.3	0.2
sPLA2-III inh	-4	-17	1	-2	-6	4	1	3	0	5
hcDAF12 agonist	-0.5	-3.0	-0.1	-1.8	-0.2	0.1	1.6	0.7	-1.9	-1.0
FXN GAA850 act	3.4	-0.4	-0.5	x	0.1	-0.6	5.0	0.9	1.0	2.0
ADAM10 inh	7	-12	-2	1	0	0	-40	-7	-4	-5
DAX1 inh-2	0.9	-1.1	0.9	0.0	-0.8	0.3	0.3	0.9	-0.1	-0.4
SMARCA2 activ	-4	-2	3	-4	-1	-3	9.2*	1	-4	-2
hgDAF12 agonist	0.1	-4.6	2.0	-2.1	-1.1	1.4	2.4	0.6	3.5	3.6
ssDAF12 agonist	-1.0	-2.3	-1.1	-1.2	-1.7	-1.6	-0.8	-0.9	-1.1	-0.8
GC-A act	1	-8	-4	1	3	2	0	1	2	-3
GC-B act	6	-2	-11	-5	1	2	-1	5	-5	1

11) COc1ccc(C)cc1NC(=O)C(OC(=O)CNC(=O)c1ccc(Oc2ccccc2)cc1)c1ccccc1 (stereo not given)
12) Cc1cc(-c2ccc(C)c(S(=O)(=O)NCCCN3CCN(c4ccccc4F)CC3)c2)on1
13) COc1ccc(-c2cc(C(=O)Nc3ccccc3)on2)cc1
14) O=C(NCc1cccnc1)Nc1ccc(Br)cc1Cl
15) Cc1ccc(NC(=O)CNCc2cccs2)cc1Br
16) COCCOC(=O)C1=C(C)NC(C)=C(C(=O)OCCOC)C1/C=C/c1ccccc1OC
17) Cc1c(S(=O)(=O)NC(C)c2ccccc2)c(=O)n(C)c(=O)n1C (stereo not given)
18) CC(=O)Nc1ccc(NC(=O)CCOc2cc(C)ccc2C)cc1
19) CCOC(=O)c1sc(NC(=O)CC(C)c2ccccc2)nc1C (stereo not given)
20) C=CCNC(=O)N1CCC(n2nccc2NC(=O)CCc2ccccc2)CC1

entry no.	11	12	13	14	15	16	17	18	19	20
DAX1 inh-1	-1.5	-3.6	2.1	0.6	-1.2	1.4	1.6	0.7	1.3	0.3
sPLA2-III inh	-4	-16	5	-5	-1	2	-1	-4	-5	7
hcDAF12 agonist	-0.1	-5.5	0.7	-0.9	-2.2	-1.0	0.1	-2.6	-1.4	0.9
FXN GAA850 act	1.6	-1.7	-0.4	1.3	2.5	1.3	0.0	0.8	-2.4	0.1
ADAM10 inh	0	0	-8	-3	-1	-158	1	-8	0	9
DAX1 inh-2	-0.1	-1.2	0.3	-0.5	0.9	-0.4	-0.8	0.2	-0.8	0.4
SMARCA2 activ	1	-4	4	0	3	-1	6	-1	-3	-1
hgDAF12 agonist	1.7	-5.8	2.5	-0.9	4.6	-4.5	0.1	-0.8	2.9	-2.1
ssDAF12 agonist	-1.9	-1.3	-0.7	-1.6	-1.1	-2.1	-1.2	-1.0	-1.5	-1.1
GC-A act	9	-18	-3	-1	0	-14	3	0	-4	-1
GC-B act	-6	-13	-6	-2	1	-4	4	1	-6	1

21) COc1ccc(CNCc2ccc(C(F)(F)F)cc2)cc1OC
22) COc1ccc(Br)cc1CN1CCN(S(=O)(=O)Cc2ccccc2)CC1
23) CCc1nc(NCC2CCCO2)c(C#N)c2c1COC(C)(C)C2 (stereo not given)
24) Cc1ccnc(NS(=O)(=O)c2ccc(NC(=O)C3CCCO3)cc2)n1 (stereo not given)
25) N#CCc1c(C#N)c(N)nc(N2CCN(Cc3ccc4c(c3)OCO4)CC2)c1C#N
26) COC(=O)/C(=N\Nc1ccccc1)Sc1nnc(-c2ccc(OC)cc2)n1C
27) COc1cccc(NC(=O)CCC2CCN(C(=O)c3scnc3C)CC2)c1
28) C1CCc2c(nnc3c2-c2nonc2CC3)C1
29) CCCCCc1cc(O)c2c(C)cc(=O)oc2c1
30) CC(Oc1ccccc1)C(=O)NC1CCCCCCC1 (stereo not given)

entry no.	21	22	23	24	25	26	27	28	29	30
DAX1 inh-1	-0.6	1.2	-0.1	-0.5	-1.1	-0.6	1.1	0.0	-2.8	0.5
sPLA2-III inh	8	-13	3	-2	-11	12	-1	0	-9	-4
hcDAF12 agonist	-1.3	-1.8	-0.7	-1.2	-3.1	-1.6	-1.6	-0.8	-2.8	-1.2
FXN GAA850 act	-0.7	2.4	1.0	5.9	5.2	1.1	1.5	-0.1	-1.6	0.8
ADAM10 inh	6	12	i	-1	-12	6	2	13	-12	0
DAX1 inh-2	0.1	-0.9	-0.8	0.7	0.0	1.1	-0.3	0.8	-1.1	-0.3
SMARCA2 activ	-3	3	-4	-1	3	-4	-1	-2	-7	1
hgDAF12 agonist	1.1	-0.1	-1.3	-0.9	-2.8	0.9	-0.9	1.1	-5.0	0.5
ssDAF12 agonist	-1.2	-1.5	-1.2	-1.7	-2.0	-0.6	-1.1	-1.5	-2.0	-0.7
GC-A act	1	0	-2	-3	1	-1	3	0	3	-6
GC-B act	4	3	-4	-1	-9	6	0	3	8	-3

31) Cc1cccc(Cn2cc(CN3CC(N(C)CCOC(=O)c4cc(C)cc(C)c4)CS3(=O)=O)nn2)c1 (stereo not given)
32) O=C1CCCN1CCCNC(=S)Nc1cccc2ccccc12
33) O=C(NCc1cccnc1)C1CC(=O)N(CCc2ccccc2)C1 (stereo not given)
34) CC(=O)Nc1cccc(N)c1
35) O=C(N/N=C\c1ccccn1)c1ccccc1O
36) Cc1csc(NC(=O)CSc2nnc(NC(=O)COc3ccccc3)s2)n1
37) CN(C)C(=S)N=c1ssc(=S)n1Cc1ccco1
38) Cn1nc(C(=O)OCC(=O)c2ccc(Br)cc2)c2ccccc2c1=O
39) CCc1ccc(OCCNc2cc(N3CCNC(C)C3)ccc2[N+](=O)[O-])cc1 (stereo not given)
40) Cc1nnc(NC(=O)CSc2ccc(-c3cccnc3)nn2)s1

entry no.	31	32	33	34	35	36	37	38	39	40
DAX1 inh-1	x	1.5	2.4	0.3	0.7	1.8	-2.2	0.3	1.5	-1.0
sPLA2-III inh	-15	7	1	6	-4	4	-2	4	26*	-2
hcDAF12 agonist	-1.4	0.2	-0.2	0.8	-0.1	-0.3	-0.2	-0.3	-0.1	0.7
FXN GAA850 act	x	4.1	0.5	1.1	6.1	-0.1	16*	0.7	-0.9	0.8
ADAM10 inh	3	-6	-4	5	6	1	-2	-3	5	-8
DAX1 inh-2	-0.7	-0.1	-0.2	1.7	-0.3	-0.1	-0.5	1.4	-1.3	-0.2
SMARCA2 activ	0	-1	-3	-5	13*	1	8.2*	-2	-3	-1
hgDAF12 agonist	-1.0	-0.9	-2.0	0.7	15*	0.1	-5.3	6.5	0.1	-2.5
ssDAF12 agonist	-1.8	-1.0	-1.6	-0.8	-0.5	-1.6	-1.5	-0.8	-0.8	-0.4
GC-A act	-6	1	-3	4	4	0	16	-1	17	-5
GC-B act	-9	4	-5	-3	12	-3	8	-6	5	-1

41) Cc1nc(-c2ccncc2)nc(NCCNc2ccc(C(F)(F)F)cn2)c1Cl
42) Cc1ccc(NC(=O)CCN2CCN(C)CC2)cc1
43) Cc1ccccc1-n1c(-c2ccc(Cl)cc2)cnc1SCC(=O)NC1CCS(=O)(=O)C1 (stereo not given)
44) Cc1ccc(S(=O)(=O)NCCc2cccs2)cc1
45) CS(=O)(=O)N1CCC(C(=O)N2CCN(c3cccc(Cl)c3)CC2)CC1
46) CCN(CC)S(=O)(=O)c1ccc(OCC(=O)NC2CCS(=O)(=O)C2)c([N+](=O)[O-])c1 (stereo not given)
47) CC1=CCC2C(=O)N(c3ccc(OC(=O)c4ccco4)cc3)C(=O)C2C1 (stereo not given)
48) CS(=O)(=O)Nc1ccc(-c2nnc3n2CCCCC3)cc1

entry no.	41	42	43	44	45	46	47	48
DAX1 inh-1	9.1*	0.6	-1.4	1.1	0.0	1.9	0.3	0.2
sPLA2-III inh	2	4	-18	-7	1	6	-4	4
hcDAF12 agonist	-0.8	1.5	-2.6	1.4	-2.7	-2.0	-1.7	-1.4
FXN GAA850 act	2.2	3.5	0.7	0.6	1.6	-1.3	1.4	0.6
ADAM10 inh	4	-12	4	0	2	-1	-1	1
DAX1 inh-2	-0.5	0.2	-0.5	-0.5	-0.1	0.5	-0.5	0.2
SMARCA2 activ	-5	-1	-3	0	-2	-1	-1	-1
hgDAF12 agonist	-0.1	0.3	0.3	-0.8	-0.2	2.0	-1.0	4.4
ssDAF12 agonist	-0.4	-1.1	-2.0	-0.2	-1.6	-1.4	-1.1	-0.8
GC-A act	-24	5	-19	2	1	3	-1	2
GC-B act	-10	-5	-17	-1	3	-2	7	5

SMARCA2 activ, hit marks shown above
entry	molecule	DAX1 inh-1	sPLA2-III inh	hcDAF12 agonist	FXN GAA850 act	ADAM10 inh	DAX1 inh-2	SMARCA2 activ	ssDAF12 agonist	GC-A act	GC-B act
7	COc1ccc(-c2csc(NCc3ccco3)n2)cc1	2.6	1	1.6	5.0	-40	0.3	9.2*	-0.8	0	-1
35	O=C(N/N=C\c1ccccn1)c1ccccc1O	0.7	-4	-0.1	6.1	6	-0.3	13*	-0.5	4	12
37	CN(C)C(=S)N=c1ssc(=S)n1Cc1ccco1	-2.2	-2	-0.2	16*	-2	-0.5	8.2*	-1.5	16	8

Random draw from the library, and some 6.6% of all compounds hit somewhere here.
